NCI-60 one-dose screen, 48 h, at 10 µM unless noted. Numbers give growth in % (100 = growth as untreated, 0 = no growth, -100 = all killed).
PC-3: PC-3 prostate cancer cells. AID 1794754. hit rate 3.9% among 80,000
DU-145: DU-145 prostate cancer; hit rate 4.2% among 81,000
OVCAR-5: OVCAR-5 ovarian cancer. AID 1794783. hit rate 2.9% among 82,000
SK-OV-3: SK-OV-3 ovarian cancer cells; hit rate 3.2% among 80,000
SF-295: SF-295 CNS cancer cells | hit rate 5.6% among 79,000
U251: U251 CNS tumor cells; hit rate 5.4% among 80,000
OVCAR-3: OVCAR-3 ovarian cancer; hit rate 7% among 79,000; AID 1794787
OVCAR-8: OVCAR-8 ovarian cancer. AID 1794782. hit rate 4.4% among 81,000
OVCAR-4: OVCAR-4 ovarian cancer cells. hit rate 3.7% among 80,000. AID 1794784
* = called active by the depositor; · = no result given; & = joins results of further samples; [ ] = remark or other dose. The calls were made as follows: active = growth percent below 10; inactive = the rest. This is a random part of the collection. Share with any hit: about 11%.

SMILES	PC-3	DU-145	OVCAR-5	SK-OV-3	SF-295	U251	OVCAR-3	OVCAR-8	OVCAR-4
O=CC#Cc1ccccc1	98	121	106	108	107	103	121	104	96
Nc1nn(-c2nc(Nc3ccccc3)nc(Nc3ccc(S(N)(=O)=O)cc3)n2)c(N)c1N=Nc1ccccc1	97	109	117	106	106	92	107	101	104
COc1ccc(O)cc1	99	111	94	109	96	97	114	104	·
Cn1cc(-c2csc(-c3cn(C)c4ccc(Br)cc34)n2)c2cnccc21	-75*	-89*	-67*	96	-78*	-80*	-93*	-49*	-51*
O=S(=O)(O)c1cccc2c(N=Nc3ccc(N=Nc4ccc(Nc5ccccc5)c5c(S(=O)(=O)O)cccc45)c4ccccc34)cccc12	87&70	109&102	125&51	97&92	93&68	100&74	101&77	91&65	111&66
COC(=O)c1ccc(-n2cc(CCCOS(=O)(=O)c3ccc(-c4ccccc4)cc3)nn2)cc1	93	107	107	108	99	99	105	98	91
COC12C=CC(CC1)C1C(=O)C=CC(=O)C12 (stereo not given)	90	100	99	86	96	98	99	97	96
COc1ccc2cc(C(=O)c3cn(-c4ccccc4)nc3C(C)=O)ccc2c1	99	111	106	107	105	107	107	109	113
CCCCCCCCCCCCCCCCCCNC(=O)C(C)O (stereo not given)	102	112	104	117	109	·	110	105	101
COc1ccc(Nc2nn3c(SCC(=O)c4ccc(OC)cc4)nnc3s2)cc1	92	109	98	92	100	104	112	95	109
Cc1c(Br)cc(Cl)c(O)c1Br	96	104	108	107	107	106	99	104	97
CCCCc1nc2c(N)nc3ccccc3c2n1Cc1cccc(CN)c1	53	60	109	91	56	38	·	64	54
COc1cccc(/C(C#N)=C/c2nc3c(N4CCOCC4)nc(Cl)nc3n2C)c1	-27*	-78*	-38*	·	86	-15*	-79*	9.5*	-66*
COc1cc(/C=C/C(=O)c2ccccc2)ccc1Oc1nc(NCCO)nc(N2CCOCC2)n1	85	104	108	99	100	88	124	99	109
CCCNc1nc(SC)nc(-c2cccc([N+](=O)[O-])c2)c1C#N	92	93	87	91	92	·	116	85	47
CNS(=O)(=O)c1ccc([N+](=O)[O-])cc1	85	113	95	87	94	93	109	95	101
COc1cccc(/C=C/C(=O)c2ccc(NC(=O)c3cc4cc5ccccc5nc4s3)cc2)c1	76	92	91	104	87	100	94	94	95
Cn1cnc([N+](=O)[O-])c1S(=O)(=O)NCN1CCOCC1	92	126	101	98	104	111	118	114	80
CCOC(=O)/C(C#N)=C\c1ccc([N+](=O)[O-])o1	98&87	108&103	99&108	97&112	98&105	92	103&104	100&110	100&103
O=C(CCBr)N1CCN(C(=O)CCBr)CC1	87	97	125	101	88	89	121	102	116
COc1ccc(/C=C(\C#N)C(=O)Nc2cccc(Nc3nc(SC)nc(-c4cccc([N+](=O)[O-])c4)c3C#N)c2)cc1	100	113	98	93	100	·	110	102	106
O=C(O)CSc1ccc(NCc2oc(CO)cc(=O)c2O)cc1	99	110	102	99	106	103	110	102	103
O=C(O)C(/C=C/c1ccccc1)=N\O	90	·	99	101	97	93	98	100	129
CC(C)C[C@H](N)C(=O)NS(=O)(=O)c1ccc(Br)c2ccncc12	99	112	114	120	102	93	153	111	107
CN(c1ccccc1)S(=O)(=O)c1ccccc1	94	112	116	103	109	93	109	103	102

2 compounds from above, reduced to OVCAR-5 and OVCAR-3.
SMILES | OVCAR-5 | OVCAR-3
COc1ccc(Nc2nn3c(SCC(=O)c4ccc(OC)cc4)nnc3s2)cc1 | 98 | 112
Cc1c(Br)cc(Cl)c(O)c1Br | 108 | 99

7 entries from above, as a markdown table:
| Compound | PC-3 | DU-145 | OVCAR-5 | SK-OV-3 | SF-295 | U251 | OVCAR-3 | OVCAR-8 | OVCAR-4 |
| --- | --- | --- | --- | --- | --- | --- | --- | --- | --- |
| O=CC#Cc1ccccc1 | 98 | 121 | 106 | 108 | 107 | 103 | 121 | 104 | 96 |
| COc1cccc(/C=C/C(=O)c2ccc(NC(=O)c3cc4cc5ccccc5nc4s3)cc2)c1 | 76 | 92 | 91 | 104 | 87 | 100 | 94 | 94 | 95 |
| COc1ccc(/C=C(\C#N)C(=O)Nc2cccc(Nc3nc(SC)nc(-c4cccc([N+](=O)[O-])c4)c3C#N)c2)cc1 | 100 | 113 | 98 | 93 | 100 | · | 110 | 102 | 106 |
| CCCNc1nc(SC)nc(-c2cccc([N+](=O)[O-])c2)c1C#N | 92 | 93 | 87 | 91 | 92 | · | 116 | 85 | 47 |
| CNS(=O)(=O)c1ccc([N+](=O)[O-])cc1 | 85 | 113 | 95 | 87 | 94 | 93 | 109 | 95 | 101 |
| Cc1c(Br)cc(Cl)c(O)c1Br | 96 | 104 | 108 | 107 | 107 | 106 | 99 | 104 | 97 |
| COc1ccc(O)cc1 | 99 | 111 | 94 | 109 | 96 | 97 | 114 | 104 | · |

(continued)
SMILES	PC-3	DU-145	OVCAR-5	SK-OV-3	SF-295	U251	OVCAR-3	OVCAR-8	OVCAR-4
Cc1nn(-c2ccc(F)cc2)c2ncnc(Nc3ccc(NC(=O)Nc4ccc(Cl)c(C(F)(F)F)c4)cc3)c12	·	42	71	66	6.7*	19	-4.2*	35	24
C=C(C)CCC(C)N1CCC(N2CCC(C(=O)NCCc3ccccc3)CC2)CC1 (stereo not given)	60	62	92	53	80	77	-15*	76	·
CCCC(=O)OP(=O)(O)OC(=O)CCC	93	108	105	101	101	91	102	91	103
CCN(CC)C(=O)c1nc(-c2cccc3ccccc23)no1	88	98	91	118	·	89	102	98	95
CSC(=O)NNc1nc2ccccc2s1	80	111	93	110	107	105	91	101	·
CC(=O)CSc1nc(-c2ccccc2)c(-c2ccccc2)o1	101	104	106	104	98	102	106	102	97
O=S(=O)(OCCCl)OCCCl	116	108	95	107	·	113	101	103	127
NS(=O)(=O)c1ccc(CCN2C(=O)/C(=C/c3ccc(F)cc3)C=C2c2ccccc2)cc1	87	106	109	100	95	96	98	109	97
Cc1ccc([C@@H]2C[C@H](O)Cc3cc(OC(F)(F)F)ccc3N2)s1	92	100	97	112	91	97	116	96	·
Cc1cccc(Nc2ncnc3oc(C)c(C(=O)NCCN4CCOCC4)c23)c1	101	99	82	111	94	105	102	109	110
COc1ccc(Cn2cc3c(c2-c2ccccc2)CC(C)(C)c2cnoc2-3)cc1	29	38	78	20	-11*	44	6.6*	50	60
NN1CCN(CCO)CC1	93	98	96	·	93	95	105	100	108
O=CNc1ccc2c(c1)Cc1cc(NC=O)ccc1-2	98	115	101	100	103	104	104	96	114
CC1(c2cccc(Cl)c2)NC(=O)NC1=O (stereo not given)	97	107	98	93	106	97	98	100	105
CCCCSc1ccc(Nc2ncnc(N)n2)cc1	101	112	97	99	90	100	112	116	103
CC(C)(C#N)N1CCN(c2cccc(Cl)c2)CC1	96	106	90	101	96	95	106	102	98
Cc1ccc(N=Nc2sc(-n3[nH]c(=O)ccc3=O)nc2O)cc1	91	107	97	107	100	95	107	99	101
COc1cc2c(-c3cc4c(cc3CNCCc3ccc5c(c3)OCO5)OCO4)cccc2c(OC)c1O	61	96	91	100	92	75	86	80	88
COc1cc(/C=C2\C(=O)Nc3ccccc32)ccc1OCc1ccccn1	93	98	103	102	95	91	99	100	91
CC1=C[C@H]2c3c(c(O)c(O)c4oc5ccccc5c(=O)c34)[C@H](c3cc(O)c(O)c4oc5ccccc5c(=O)c34)[C@H]2C(C)(C)C1	5.7*	15	26	-14*	-33*	5.1*	10	1.2*	1.7*
COc1ccc(C(=O)CSc2nc(-c3ccc(OC)cc3)c(C#N)c(=O)[nH]2)cc1	83	100	86	73	86	91	95	95	96
COc1ccc(-c2nnc(SCc3ccc(O)c4ncccc34)n2-c2ccccc2)cc1	21	25	53	12	-2.0*	11	8.7*	16	14
O=C1C=C(Cl)C(=O)c2ccccc21	82	118	113	95	97	·	90	92	92
NS(=O)(=O)c1ccc(-n2nc(-c3ccc(F)cc3)ccc2=O)cc1	94[100 µM]	97[100 µM]	102[100 µM]	102[100 µM]	·	92[100 µM]	114[100 µM]	93[100 µM]	103[100 µM]
O=C1Nc2cc(OC(F)(F)F)ccc2Oc2ccc(-c3ccnc(N4CC[C@H](O)C4)c3)cc21	15	-39*	26	27	3.9*	4.8*	·	-14*	49

An excerpt of these results, bar-delimited.
Compound | PC-3 | DU-145 | OVCAR-5 | SK-OV-3 | SF-295 | U251 | OVCAR-3 | OVCAR-8 | OVCAR-4
O=C1C=C(Cl)C(=O)c2ccccc21 | 82 | 118 | 113 | 95 | 97 | · | 90 | 92 | 92
NS(=O)(=O)c1ccc(-n2nc(-c3ccc(F)cc3)ccc2=O)cc1 | 94[100 µM] | 97[100 µM] | 102[100 µM] | 102[100 µM] | · | 92[100 µM] | 114[100 µM] | 93[100 µM] | 103[100 µM]

(next part)
SMILES	PC-3	DU-145	OVCAR-5	SK-OV-3	SF-295	U251	OVCAR-3	OVCAR-8	OVCAR-4
C(=NNc1ncnc2ccccc12)c1cccnc1	104	108	105	102	102	105	114	104	107
COc1ccc(C2CC(c3cc(OC)c(OC)c(OC)c3)=NN2C(C)=O)cc1OCC(=O)Nc1nc2ccc(C(F)(F)F)cc2s1 (stereo not given)	68	49	117	97	61	67	67	62	70
Cc1oc2nc[nH]c(=O)c2c1C(=O)/C=C/c1ccc(N(C)C)cc1	101	103	95	106	96	91	102	99	114
O=S(=O)(c1ccccc1)C(Br)S(=O)(=O)c1ccccc1	96	141	103	97	105	·	102	99	99
CCCCN1C(=O)CC(SC2CC(=O)N(CCCC)C2=O)C1=O (stereo not given)	99	103	108	111	109	107	106	108	109
N#CC[n+]1ccc2ccccc2c1	92	107	99	96	98	98	100	101	101
CC(C)c1ccc(CSc2nc(SCc3ccc4sccc4c3)nc(=O)[nH]2)cc1	92	96	114	96	91	94	93	97	90
CC1(C)S[C@@H]2[C@H](NC(=O)[C@H](NC(=O)N3CCNC3=O)c3ccccc3)C(=O)N2C1C(=O)O (stereo not given in full)	98	121	·	110	111	96	113	110	103
COc1ccc(C(=O)C/C(=C/c2ccc(-c3ccc(Cl)cc3)o2)C(=O)NCc2ccc(F)cc2)cc1	71	107	94	109	91	84	113	86	92
CCO[Si](OCC)(c1ccccc1)c1ccccc1	94	111	92	98	118	99	112	99	119
N#CCCN(CCC#N)Cc1cc(Cl)cc(Cl)c1O	101	97	111	108	111	94	107	100	108
CC(=O)OC[C@H]1O[C@@H](OC(C)=O)[C@H](N2C(C(C)=O)=NN(c3ccc(Br)cc3)C2c2ccc(C)cc2)[C@@H](OC(C)=O)[C@@H]1OC(C)=O (stereo not given in full)	37	81	64	55	29	62	52	66	67
COc1ccc(C(=O)/C=C/c2ccc(OCc3ccc(F)cc3)c(OC)c2)cc1OC	24	1.6*	1.2*	40	16	10	18	-7.3*	17
Cc1ccc2c(-c3nnc(N)o3)cc(=O)oc2c1	96	102	106	106	99	95	106	99	93
Nc1c(-c2ccc3c(c2)OCCO3)oc2ccc(Cl)cc2c1=O	105	109	106	102	·	99	111	99	97
COc1cc(/C=C/C(=O)/C=C(/C=C/c2ccc(OC(C)=O)c(OC)c2)OB(F)F)ccc1OC(C)=O	63	65	104	95	87	33	19	20	70
O=C(CCN1C(=O)/C(=C/c2ccc(O)cc2)SC1=S)Nc1ccccc1O	75	112	100	73	102	96	104	101	102
COc1ccc(OC)c(Nc2nc3nonc3nc2Nc2cccc(Br)c2)c1	1.2*	26	9.0*	3.3*	-19*	3.0*	10	11	12
COc1ccc(/C=N/N2CN(C(CC(N)=O)C(=O)O)P(Nc3ncccn3)N=C2N)cc1OC (stereo not given)	98	103	98	101	90	96	105	100	96
CSCC1OC(n2cnc3c(N)ncnc32)C(O)C1O (stereo not given)	95	100	91	103	111	110	111	·	115

Pulled one by one from above:
SMILES	PC-3	DU-145	OVCAR-5	SK-OV-3	SF-295	U251	OVCAR-3	OVCAR-8	OVCAR-4
N#CCCN(CCC#N)Cc1cc(Cl)cc(Cl)c1O	101	97	111	108	111	94	107	100	108
CC1(C)S[C@@H]2[C@H](NC(=O)[C@H](NC(=O)N3CCNC3=O)c3ccccc3)C(=O)N2C1C(=O)O (stereo not given in full)	98	121	·	110	111	96	113	110	103
CSCC1OC(n2cnc3c(N)ncnc32)C(O)C1O (stereo not given)	95	100	91	103	111	110	111	·	115
CCO[Si](OCC)(c1ccccc1)c1ccccc1	94	111	92	98	118	99	112	99	119
CC(=O)OC[C@H]1O[C@@H](OC(C)=O)[C@H](N2C(C(C)=O)=NN(c3ccc(Br)cc3)C2c2ccc(C)cc2)[C@@H](OC(C)=O)[C@@H]1OC(C)=O (stereo not given in full)	37	81	64	55	29	62	52	66	67
